Screening data (PubChem)
PPC-1+TRAIL kill – PPC-1 cancer cell killing with TRAIL present; PPC-1 cells + TRAIL, ATPLite viability luminescence; cell killing (% activity), % at 4 µM; 220,000 tested, 0.41% active;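 active = cell killing above 50% in the first pass at 4 µM, then a duplicate retest at 5 µM averaging 50% or more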;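 also: plate controls were cells with TRAIL plus DMSO for no effect and medium-only wells lacking cells for full effect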
RBBP9 inh – human RBBP9 hydrolase inhibition. O75884. inhibition, % at 7.94 µM. AID 1515. recombinant RBBP9, FP-Rh probe fluorescence polarization. 220,000 tested, 0.2% active;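 active = inhibition above the campaign mean of all tested compounds plus 3 SD, cut at about 14% in these data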;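 also: plate controls were DMSO wells with RBBP9 for no effect and wells lacking RBBP9 protein for full effect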
Target sequence (O75884 whole entry, looked up): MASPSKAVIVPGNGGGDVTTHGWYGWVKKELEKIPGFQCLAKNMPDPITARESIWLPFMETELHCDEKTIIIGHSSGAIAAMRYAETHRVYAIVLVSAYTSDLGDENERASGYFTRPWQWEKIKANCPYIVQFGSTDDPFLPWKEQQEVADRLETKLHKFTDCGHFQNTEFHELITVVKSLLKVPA
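System: RBBP9 protein / Quantity: 2.5 µM RBBP9 dispensing solution, before mixing / Also added: Serine-hydrolase probe FP-Rh, 375 nM pre-mixing / Dosing: 7.94 µM single dose, 0.794% DMSO / Timing: enzyme-compound preincubation 30 min, then probe labeling 45 min, 25 °C / Signal: FP readout at 525/598 nm / Controls: DMSO-treated enzyme wells and wells lacking RBBP9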
TRPN1 ag – activates the zebrafish TRPN1 channel; 220,000 tested, 0.18% active; HEK293 zebrafish TRPN1-YFP, Fluo-8 calcium fluorescence; 100% = response to 87 µM carbachol; activation, % at 3 µM;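 active = activation above its plate's cutoff, the mean activation of test wells on that plate plus 3 SD, cut at about 19% in these data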;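 also: 0% = DMSO alone and 100% = 87 µM carbachol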
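Material: zebrafish TRPN1-YFP in HEK293 cells. Doses: one dose of 3 µM, 0.3% DMSO. Incubation: dye 1 h 37 °C plus 30 min RT. Measured by: intracellular calcium fluorescence with Fluo-8.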
TNF death inh – TNF-alpha cell death inhibition in Jurkat FADD-/- cells. Jurkat FADD-/- TNF necroptosis rescue, ATP luminescence, 24 h; 0 = TNF only, 100 = no-TNF cells. activation (protection from cell death), % at 10 µM. 220,000 tested, 0.068% active;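 active = activation, meaning protection from cell death, of at least 50% relative to plate controls; inactive = activation below 50%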;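 also: necroptosis triggered by 40 ng/mL TNF-alpha added together with compound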
Wee1 degr inh – inhibitors of human Wee1 degradation | P30291 | HeLa Luc-Wee1K328M stability, luciferase luminescence; 100% = proteasome inhibitor MG132 effect | reporter increase, % at 5 µM | 220,000 tested, 1.2% active | AID 1321;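 active = activation above the mean of all tested compounds plus 3 SD, set per screening run, cut at about 8.8% in these data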;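 also: cells exposed to compound for 20 h before luminescence read; 0% = DMSO alone and 100% = MG132 at 30 µM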
Target sequence (P30291 whole entry K328M): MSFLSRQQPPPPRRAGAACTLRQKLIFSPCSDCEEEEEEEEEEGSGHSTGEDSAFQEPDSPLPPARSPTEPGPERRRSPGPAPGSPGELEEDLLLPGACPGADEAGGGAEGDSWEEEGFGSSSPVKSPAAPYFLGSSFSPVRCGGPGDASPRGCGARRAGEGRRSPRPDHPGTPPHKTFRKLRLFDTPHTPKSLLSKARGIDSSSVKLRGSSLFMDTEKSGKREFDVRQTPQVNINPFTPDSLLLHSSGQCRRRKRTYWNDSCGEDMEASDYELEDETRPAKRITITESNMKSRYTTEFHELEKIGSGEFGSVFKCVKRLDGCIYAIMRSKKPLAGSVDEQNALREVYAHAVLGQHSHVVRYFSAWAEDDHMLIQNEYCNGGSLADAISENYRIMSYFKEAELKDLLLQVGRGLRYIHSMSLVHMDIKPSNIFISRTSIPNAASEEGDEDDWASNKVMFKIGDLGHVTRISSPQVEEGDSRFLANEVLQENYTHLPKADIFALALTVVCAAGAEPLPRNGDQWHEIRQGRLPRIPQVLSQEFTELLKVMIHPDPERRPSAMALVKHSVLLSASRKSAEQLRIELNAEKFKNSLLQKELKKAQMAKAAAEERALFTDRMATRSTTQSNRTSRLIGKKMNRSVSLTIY
BaF3 parental – parental Ba/F3 viability inhibition as JAK2V617F counter-screen; AID 1486; CellTiter-Glo ATP luminescence; 220,000 tested, 1.1% active; inhibition, % at 5.6 µM;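 active = inhibition above a per-campaign cutoff, the mean inhibition of all tested compounds plus 3 SD, cut at about 27% in these data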;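 also: 0% = DMSO wells and 100% = JAK Inhibitor I control wells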
Ba/F3 V617F tox – loss of viability in JAK2V617F-driven Ba/F3 cells; Ba/F3 EpoR-JAK2V617F viability, ATP luminescence; 220,000 tested, 1.1% active; AID 1446; inhibition, % at 5.6 µM;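 active = inhibition above the campaign mean plus 3 SD over all tested compounds, cut at about 24% in these data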;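 also: cytokine-independent growth of Ba/F3 cells driven by EpoR plus mutant JAK2; 0% = DMSO-treated cells and 100% = JAK inhibitor I control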
TRPML3 agonist – activates the human TRPML3 channel. Q8TDD5. HEK293 TRPML3-YFP, Fluo-8 calcium fluorescence; 100% = the carbachol control signal. activation, % at 3 µM. 220,000 tested, 0.29% active. AID 1448;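 active = activation above its plate's cutoff, the mean activation of the plate's test wells plus 3 SD, cut at about 12% in these data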;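 also: 0% = DMSO only wells and 100% = carbachol wells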
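system = HEK293 cells stably carrying human TRPML3-YFP | doses = one concentration, 3 µM nominal, 0.3% DMSO | timing = dye loading 1 h 37 °C then 30 min ambient, 125 s read | detection = Fluo-8 calcium dye fluorescence, ex 470-495, em 515-575 nm | benchmarks = high control carbachol 87 µM, low control DMSO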
CHOP inh – inhibitors of CHOP induction in ER stress response; AID 2732; CHO-K1 CHOP-promoter luciferase, tunicamycin-induced, 15-18 h; inhibition, % at 10 µM; 220,000 tested, 3.8% active;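 active = compounds that reduced the stress-induced luciferase reporter signal by more than about 70% of percent inhibition, limit read from the data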;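 also: 0% = tunicamycin plus vehicle and 100% = wells without tunicamycin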
Starred values were filed as active, the others as inactive; [ ] = remark or other dose. Not a hit list. About 6.8% of those tested had a hit in this group.

1	O=C(COC(=O)c1cccc(NS(=O)(=O)c2ccc(F)c(F)c2)c1)NC(=O)NC1CCCCC1
2	O=C1CC(N2CCN(c3ccccc3)CC2)C(=O)N1c1ccc2c(c1)OCO2 (centres undefined)
3	S=C(NCc1ccco1)Nc1cccc(Cl)c1Cl
4	Cc1occc1C(=O)N1CCCC(CCC(=O)NCc2ccc(F)c(F)c2)C1 (centres undefined)
5	CCc1cccc(CC)c1NC(=O)Cn1c(-c2ccccc2Cl)nc2ccccc21
6	O=CN/N=C/c1c(O)ccc2ccccc12

Screen / compound no. | 1 | 2 | 3 | 4 | 5 | 6
PPC-1+TRAIL kill | 24.9 | 1.9 | -7.3 | -7.6 | 15.6 | 13.9
RBBP9 inh | -0.9 | -3.6 | 1.9 | -7.3 | -1.8 | -5.6
TRPN1 ag | -0.2 | 0.5 | 1.5 | -0.8 | 0.3 | 0.7
TNF death inh | 1.2 | -0.7 | -2.0 | 2.6 | 0.4 | -18.0
Wee1 degr inh | 7.0 | 2.2 | -0.6 | -0.9 | 3.5 | -0.6
BaF3 parental | -1.0 | 11.6 | 2.8 | 1.7 | 12.2 | 0.9
Ba/F3 V617F tox | -6.2 | 3.2 | 0.0 | -1.7 | 4.7 | -4.3
TRPML3 agonist | -0.9 | 1.6 | 0.5 | 0.7 | -0.1 | 0.9
CHOP inh | 33.8 | 2.4 | -15.8 | 20.4 | 48.0 | 32.3

7	Cc1cc(N2CCCC2=O)c(N)cc1N
8	COc1ccc(N2C(=O)CCC(C(=O)N(C)C3CCCCC3)C2c2ccc(OC)c(OC)c2)cc1 (centres undefined)
9	CCc1nccn1C(=O)c1cnn2c(C(F)F)cc(-c3ccccc3)nc12
10	COc1cc(OC)c(C(=O)OCC(=O)N(Cc2ccccc2)C(C)(C)C)cc1OC
11	CCCCC(=O)Nc1nc(C)c(-c2csc(Nc3ccccc3OC)n2)s1
12	COc1cc(OC)c(C2N(C)c3ccccc3N2C)cc1OC

Screen / compound no. | 7 | 8 | 9 | 10 | 11 | 12
PPC-1+TRAIL kill | 19.6 | -3.3 | 13.4 | 7.9 | -3.2 | 22.7
RBBP9 inh | -1.0 | -1.6 | -4.4 | 12.3 | 2.0 | 3.2
TRPN1 ag | 0.5 | 0.8 | -1.7 | -0.1 | 0.0 | 0.8
TNF death inh | -1.1 | 1.5 | -8.8 | 0.5 | -5.6 | -1.8
Wee1 degr inh | -0.5 | -1.0 | -0.5 | 5.6 | -1.5 | -1.4
BaF3 parental | 1.0 | 0.9 | 2.6 | -1.1 | 2.0 | 58.8*
Ba/F3 V617F tox | -3.2 | -3.6 | 1.5 | -0.8 | 1.4 | 53.1*
TRPML3 agonist | 0.7 | -0.5 | -0.3 | 0.3 | 0.7 | 0.6
CHOP inh | -4.8 | 16.5 | 2.7 | 5.6 | 58.1 | 27.1

13	CSCC[C@H](NC(=O)c1cccc([N+](=O)[O-])c1C)c1nc2ccccc2[nH]1
14	CCc1n[nH]c(=S)n1N=C1CCC(C)CC1 (centres undefined)
15	Cc1ccc(-n2c(C)cc(=O)cc2C)c(C)c1
16	Cc1sc(N2C(=O)C3C(C2=O)[C@H]2C=C[C@@H]3C2)c(C#N)c1C (some centres undefined)
17	CCOC(=O)C1CCN(Cc2ccc(F)cc2F)CC1
18	COc1cc(NC(=O)c2cccs2)ccc1NC(=O)c1ccco1

Screen / compound no. | 13 | 14 | 15 | 16 | 17 | 18
PPC-1+TRAIL kill | -3.3 | 15.4 | 0.2 | 7.2 | 10.5 | 3.0
RBBP9 inh | -3.9 | -2.8 | -7.0 | -4.2 | -10.3 | -8.5
TRPN1 ag | 1.2 | 3.1 | 0.7 | 1.4 | -0.1 | -0.1
TNF death inh | 5.5 | -0.1 | -0.2 | -0.6 | -0.5 | 0.8
Wee1 degr inh | -3.6 | 0.9 | -2.2 | 1.0 | 1.8 | 1.2
BaF3 parental | 2.5 | 5.4 | 1.9 | -1.4 | 4.2 | 4.3
Ba/F3 V617F tox | 1.2 | -3.4 | -1.9 | -1.2 | 3.2 | 0.0
TRPML3 agonist | -0.2 | 0.6 | 0.9 | 1.0 | 0.4 | 0.0
CHOP inh | 5.2 | 2.4 | 7.0 | -5.5 | 26.6 | -35.8

19	COCCCNc1nc2nonc2nc1N1CCC(C(C)N2CCOCC2)CC1 (centres undefined)
20	c1ccc(Cn2ncc3ccccc32)cc1
21	CC(C)CN1C(=S)SC(C)(C)C1n1oc(=O)n(-c2ccc(Cl)cc2)c1=O (centres undefined)
22	Cc1ccc(N2CN=C3SCC(=O)N3C2)cc1C
23	O=C(NC1CCCCC1)c1cc(Cl)ccc1[N+](=O)[O-]
24	CCOC(=O)c1c(-c2ccc(C)cc2)csc1NC(=O)C1CCCO1 (centres undefined)

Screen / compound no. | 19 | 20 | 21 | 22 | 23 | 24
PPC-1+TRAIL kill | 20.9 | 23.0 | 15.2 | -5.8 | -6.6 | 19.0
RBBP9 inh | -11.7 | 3.7 | -1.1 | 1.8 | -3.9 | -3.1
TRPN1 ag | 0.1 | 2.8 | -0.8 | 1.4 | -0.8 | 0.3
TNF death inh | 0.9 | 4.0 | 2.3 | -3.7 | 1.5 | 1.3
Wee1 degr inh | 0.5 | 1.3 | -1.4 | -3.5 | 16.3* | -1.3
BaF3 parental | 1.2 | 6.9 | 1.2 | 5.9 | 1.9 | 9.3
Ba/F3 V617F tox | 0.1 | 0.8 | -4.9 | -1.3 | -3.1 | 1.0
TRPML3 agonist | 0.2 | 0.3 | 0.8 | 1.0 | -0.2 | -0.2
CHOP inh | -4.9 | 20.2 | 3.3 | 3.8 | -5.7 | 58.1

Complete entries as entered above. Screens in order: PPC-1+TRAIL kill, RBBP9 inh, TRPN1 ag, TNF death inh, Wee1 degr inh, BaF3 parental, Ba/F3 V617F tox, TRPML3 agonist, CHOP inh
Profile of CC(C)CN1C(=S)SC(C)(C)C1n1oc(=O)n(-c2ccc(Cl)cc2)c1=O (centres undefined) = 15.2, -1.1, -0.8, 2.3, -1.4, 1.2, -4.9, 0.8, 3.3
Profile of COCCCNc1nc2nonc2nc1N1CCC(C(C)N2CCOCC2)CC1 (centres undefined) = 20.9, -11.7, 0.1, 0.9, 0.5, 1.2, 0.1, 0.2, -4.9
Profile of Cc1ccc(N2CN=C3SCC(=O)N3C2)cc1C = -5.8, 1.8, 1.4, -3.7, -3.5, 5.9, -1.3, 1.0, 3.8
Profile of CCOC(=O)c1c(-c2ccc(C)cc2)csc1NC(=O)C1CCCO1 (centres undefined) = 19.0, -3.1, 0.3, 1.3, -1.3, 9.3, 1.0, -0.2, 58.1
Profile of O=C(NC1CCCCC1)c1cc(Cl)ccc1[N+](=O)[O-] = -6.6, -3.9, -0.8, 1.5, 16.3*, 1.9, -3.1, -0.2, -5.7

(listing goes on)
25	Nn1c(=S)[nH]nc(Cc2ccc(O)cc2)c1=O
26	O=C(COC(=O)c1ccccc1SCC(=O)NC1CCS(=O)(=O)C1)NC1CCS(=O)(=O)C1 (centres undefined)
27	COC(=O)CCCCCCCCC(O)CN(C)C (centres undefined)
28	CCOc1ccc(NS(=O)(=O)c2ccc(OCC(=O)NCCCOC)cc2)cc1
29	COc1cc(OC)cc(C(=O)Nc2nc(-c3ccccc3)c(-c3ccccc3)o2)c1
30	COc1ccc(CN(C(=O)c2cccs2)c2ccccc2C(=O)O)cc1

Screen / compound no. | 25 | 26 | 27 | 28 | 29 | 30
PPC-1+TRAIL kill | 7.7 | 15.3 | 1.2 | 1.6 | 24.8 | -3.7
RBBP9 inh | -4.1 | -9.9 | -2.2 | -0.3 | -4.5 | -1.9
TRPN1 ag | 0.5 | -0.6 | 2.7 | -1.1 | 0.8 | 0.6
TNF death inh | 0.7 | 1.5 | 2.7 | -1.2 | 2.8 | -0.7
Wee1 degr inh | 0.7 | -1.6 | 5.9 | -0.9 | -1.0 | 3.4
BaF3 parental | 0.2 | 2.4 | 0.2 | 7.6 | 4.0 | 1.5
Ba/F3 V617F tox | -2.0 | -2.0 | -1.3 | 1.9 | -2.6 | -2.3
TRPML3 agonist | 0.2 | 0.4 | 1.0 | 0.4 | 0.8 | 0.5
CHOP inh | -13.6 | -1.2 | 0.5 | 55.0 | 2.4 | -0.7

31	COc1ccccc1N1CCN(C(c2ccc(C)cc2)c2nnnn2C(C)C)CC1 (centres undefined)
32	COc1ccccc1OCC(=O)Nc1ccc2c(c1)n(C)c(=O)n2C
33	CC(SC(=S)N1CCCC1)C(=O)O (centres undefined)
34	Cc1ccc(CSc2nc3ccncc3[nH]2)cc1
35	COc1ccc(S(N)(=O)=O)cc1C(=O)NCC1(N2CCCCC2)CCCCC1
36	O=C(CSCc1ccccc1)NC1CCSC1=O (centres undefined)

Screen / compound no. | 31 | 32 | 33 | 34 | 35 | 36
PPC-1+TRAIL kill | 12.0 | 11.4 | 8.9 | 97.0*[5 µM] | 6.6 | 1.4
RBBP9 inh | 2.0 | -1.9 | -4.3 | 2.0 | -7.5 | 3.5
TRPN1 ag | -1.8 | 1.3 | -1.3 | 0.5 | 0.0 | 1.0
TNF death inh | 1.4 | -1.8 | 1.3 | -10.4 | -2.4 | -0.7
Wee1 degr inh | 3.1 | -0.2 | 4.8 | -4.5 | -0.9 | -2.7
BaF3 parental | 1.9 | 2.8 | 6.9 | 15.5 | 0.5 | 1.4
Ba/F3 V617F tox | -0.6 | 0.7 | 3.2 | 3.6 | -2.9 | 1.5
TRPML3 agonist | -0.2 | 0.6 | 1.3 | -1.1 | 0.5 | 0.9
CHOP inh | 26.4 | -2.9 | -6.2 | 61.7 | -4.5 | 19.0

37	O=C1c2ccccc2C(=O)N1Cc1nc2ccccc2o1
38	NC(=O)c1ccc(N2CCCCCC2)c([N+](=O)[O-])c1
39	Cc1nnc(N2CCOCC2)c2ccccc12
40	COCCn1nnnc1C(c1cc2ccc(C)cc2[nH]c1=O)N(Cc1ccco1)Cc1cccs1 (centres undefined)
41	CCOc1ccc(Cn2nnc(C(=O)NCCc3ccccc3)c2N)cc1

Screen / compound no. | 37 | 38 | 39 | 40 | 41
PPC-1+TRAIL kill | -1.6 | -5.9 | 9.8 | -0.8 | 24.9
RBBP9 inh | 4.1 | -6.7 | -2.4 | -5.4 | 3.6
TRPN1 ag | -0.7 | -0.7 | 0.2 | -1.1 | -0.2
TNF death inh | -0.2 | 2.3 | 0.2 | -2.4 | -0.4
Wee1 degr inh | -0.7 | 1.7 | -1.3 | 0.2 | 5.0
BaF3 parental | -0.4 | 1.0 | 1.4 | -1.6 | 5.2
Ba/F3 V617F tox | -4.7 | -1.3 | -1.6 | 0.5 | -2.4
TRPML3 agonist | -0.7 | 0.6 | -0.6 | -0.4 | 0.3
CHOP inh | 14.5 | -6.3 | -1.8 | 47.5 | 22.1
